# GPR7 antagonist = human neuropeptides B/W receptor 1 antagonism; GPR7-expressing cells, fluorescence antagonist assay; inhibition, % at 4.4 µM; P48145; 290,000 compounds, 1.1% hits; in the data active means inhibition above about 16%, passing the limit was not always enough;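 further: cells stimulated with the agonist NPW; 0% = agonist with vehicle and 100% = vehicle without agonist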
# M18AAP inhibitor = PfM18AAP enzyme inhibition; inhibition, % at 7.35 µM; AID 1822; recombinant PfM18AAP, H-Glu-NHMec fluorogenic cleavage; 290,000 compounds, 1.2% hits;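 active means inhibition above the campaign mean inhibition over all tested compounds plus 3 SD, cut at about 28% in these data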;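 further: 0% = plate median of test compound wells and 100% = 2 mM ZnCl2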
# OXTR potentiator = human OXTR potentiation | CHO-OTR cells, Fluo-8 calcium fluorescence, potentiator mode; 0% = oxytocin EC15, 100% = EC100 | 320,000 compounds, 0.061% hits | activation, % at 3 µM;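 active means activation above that plate's cutoff, the mean activation of tested compounds plus 3 SD, cut at about 6.6% in these data, passing the limit was not always enough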;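 further: 100% uses oxytocin at 75 nM as the full agonist control; some results filed as inactive read as strong as hits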
# Target sequence (P30559 whole entry, looked up): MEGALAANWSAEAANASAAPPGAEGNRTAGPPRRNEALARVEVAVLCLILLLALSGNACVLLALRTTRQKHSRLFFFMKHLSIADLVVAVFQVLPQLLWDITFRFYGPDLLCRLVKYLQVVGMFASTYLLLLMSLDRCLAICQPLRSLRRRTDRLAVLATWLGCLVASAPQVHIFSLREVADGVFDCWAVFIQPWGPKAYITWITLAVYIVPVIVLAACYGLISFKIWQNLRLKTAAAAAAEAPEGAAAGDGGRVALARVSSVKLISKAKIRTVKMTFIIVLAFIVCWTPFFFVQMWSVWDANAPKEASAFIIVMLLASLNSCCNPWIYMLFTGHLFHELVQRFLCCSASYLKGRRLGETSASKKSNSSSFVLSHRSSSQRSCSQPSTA
#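 Material: human OTR in CHO cells. Compound: 3.0 µM, one dose. Timing: compound 6 min at room temperature before oxytocin, 100 s read. Evaluation: % activation of max/min ratio relative to oxytocin controls. Replication: single well per compound, singlicate. Signal: Fluo-8 calcium dye fluorescence.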
# V1R ag counter = counter-screen for oxytocin receptor agonists: human V1a receptor agonists; P37288; CHO-V1R cells, Fluo-8 calcium fluorescence, agonist mode; 0% DMSO, 100% 3 nM vasopressin; activation, % at 3 µM; 320,000 compounds, 0.25% hits;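 active means activation above the mean activation of all tested compounds plus 3 SD, per screening run, cut at about 20% in these data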;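 further: signal is peak over basal fluorescence ratio across a 100 second FLIPR read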
# Target sequence (P37288 whole entry, looked up): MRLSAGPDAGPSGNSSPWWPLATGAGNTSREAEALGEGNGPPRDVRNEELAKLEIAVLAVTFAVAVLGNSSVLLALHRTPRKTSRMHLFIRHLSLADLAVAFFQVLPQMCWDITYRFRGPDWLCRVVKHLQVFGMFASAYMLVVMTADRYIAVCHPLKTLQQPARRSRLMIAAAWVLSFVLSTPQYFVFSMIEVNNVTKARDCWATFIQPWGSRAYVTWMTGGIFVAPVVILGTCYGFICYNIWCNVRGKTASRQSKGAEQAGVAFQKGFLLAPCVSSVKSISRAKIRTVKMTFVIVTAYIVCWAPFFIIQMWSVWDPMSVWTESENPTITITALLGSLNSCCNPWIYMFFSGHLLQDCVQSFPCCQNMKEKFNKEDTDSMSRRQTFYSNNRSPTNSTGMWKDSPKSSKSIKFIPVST
# GalR3 antagonist = human GalR3 antagonism; HEK293 GalR3-CNG cAMP membrane potential fluorescence; galR3 body fused to GalR1 C-terminus; O60755; inhibition, % at 3 µM; 360,000 compounds, 0.44% hits;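 active means inhibition above the screen-wide average plus 3 SD, cut at about 13% in these data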;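 further: forskolin and galanin both at EC90 stimulate the cells; cAMP rise reported by CNG channel membrane potential dye signal; 0% = forskolin plus galanin with DMSO and 100% = forskolin alone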
# OXTR ag = human OXTR agonism | P30559 | CHO-OTR cells, Fluo-8 calcium fluorescence; normalized: DMSO 0%, oxytocin 100% | activation, % at 3 µM | 320,000 compounds, 0.32% hits | AID 2435;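 active means activation above the mean of all tested compounds plus 3 SD, cutoff set per screening run, cut at about 20% in these data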;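 further: peak over basal fluorescence ratio from a 100 s FLIPR kinetic read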
# MEKK2wt PB1 HTS = raises or lowers MEK5 binding to wildtype human MEKK2 PB1 domain; 290,000 compounds, 1.1% hits; bead flow cytometry, Alexa488-MEK5 binding to MEKK2 WT; actives lie on both sides; Q9Y2U5; binding response (% of control), % at 10 µM; AID 1531; in the data active means binding response below about 67% or above about 130%
# MEKK2 mut-MEK5 = signal of MEK5 binding to mutant human MEKK2 PB1 domain. percent response, % at 10 µM. bead flow cytometry, Alexa488-MEK5 binding to MEKK2 mutant. 290,000 compounds, 0.35% hits; in the data active means percent response above about 24%, passing the limit was not always enough; further: inactives centre near 1; some results filed as inactive read as strong as hits
# NALP1 yeast inh = inhibitors of NALP1 inflammasome in yeast | S. cerevisiae NALP1/ASC/caspase-1 growth, X-gal OD620, 72 h | inhibition, % at 10 µM | 280,000 compounds, 0.61% hits; in the data active means inhibition mostly above about 24%, no sharp cut-off; inactive means mostly below about 32%; further: some compounds called inactive have numbers as strong as hits
# * marks the source's active call; other numbers are inactive results; . = no result given; [ ] = dose if it differs, or a comment. Some of the compounds tested. The share of hits here may be higher or lower than overall.
item	SMILES	GPR7 antagonist	M18AAP inhibitor	OXTR potentiator	V1R ag counter	GalR3 antagonist	OXTR ag	MEKK2wt PB1 HTS	MEKK2 mut-MEK5	NALP1 yeast inh
1	CC(=NCC1CCCO1)c1c(O)n(-c2ccc(Cl)cc2)c(=O)[nH]c1=O (stereo not given)	-1	0	-9	-0.6	-4	0.6	103	5	2
2	Cc1ccc(-c2nc(N3CCOCC3)s[n+]2-c2ccccc2)cc1	7	1	-6	0.0	1	0.2	100	1	46
3	O=C(N/N=C/c1c(O)n(-c2ccccc2)c(=S)[nH]c1=O)c1ccccc1	0	1	-8	-0.9	-3	-0.5	103	1	.
4	O=C(NC(Cc1ccccc1)C(=O)N1CCC2(CC1)OCCO2)C1CCCCC1 (stereo not given)	-13	1	-4	-0.8	-1	-1.2	98	1	-17
5	Cc1nn(Cc2ccccc2)c(Cl)c1C(=O)OCC(=O)Nc1cccc2ccccc12	-9	4	-5	0.4	6	-0.3	100	0	18
6	C[C@@H]1CC[C@H]2[C@@H](C)C(=O)O[C@@H]3O[C@@]4(C)CC[C@@H]1[C@]32OO4	-7	4	3	-0.9	-1	-1.1	103	5	25
7	CCCCn1c(=O)c(C(=O)Nc2cccc(C)c2)c(O)c2ccccc21	-23	0	-10	-0.1	-9	-0.6	104	2	0
8	CN1CCN(C(=S)SCC(=O)Nc2ccc(Cl)cc2C(=O)c2ccccc2)CC1	-2	13	-2	0.4	-13	-2.1	106	0	35
9	Cc1ccc(-n2c(O)c(C=Nc3ccccc3N)c(=O)[nH]c2=O)cc1C	-5	3	-4	-0.3	-4	-0.9	101	4	10
10	COC(=O)C1=C(c2ccc(F)cc2OCc2ccccc2)C[C@@H]2CC[C@H]1N2C(=O)NC1Cc2ccccc2C1	.	.	-7	1.4	-3	1.0	.	.	.
11	COC(=O)CN1C(=O)C2(C(C(=O)OC)=C(N)Oc3ccccc32)C2=C1CC(C)(C)CC2=O (stereo not given)	-18	7	3	0.2	-5	-0.6	102	3	8
12	CCOC(=O)c1c(/N=C/C2C(=O)NC(=S)NC2=O)sc(C)c1C	-4	25	-15	-0.2	.	-1.0	104	-1	9
13	O=C(Cn1ncc2c3ccccc3n(Cc3ccccc3F)c2c1=O)N1CCC2(CC1)OCCO2	-5	8	-3	0.0	-5	0.1	97	-3	0
14	COc1ccc2c(c1)c(C(=O)O)c(C)n2C(C)C	-4	-8	-11	-0.5	3	-0.9	102	2	1
15	Cc1nn(Cc2ccc(Cl)cc2Cl)c(Cl)c1C(=O)O	0	2	-11	-0.1	0	-0.8	100	2	-18
16	Cc1ccc(N/N=C/c2c(O)n(-c3ccccc3)c(=O)[nH]c2=O)cc1	3	23	-1	-0.5	-3	0.9	92	-4	5
17	Cc1ncc(CN2CCCC(C(=O)c3cccc(OC(C)C)c3)C2)s1 (stereo not given)	6	4	-1	1.1	-6	-1.0	94	-7	14
18	C[C@]12CC[C@H](O)CC1=CCC1C2CC[C@@]2(C)C1C[C@@H](O)[C@@H]2O (stereo not given in full)	.	.	1	0.2	0	2.7	.	.	.
19	CC1(C)C2CC=C(CN3CCOCC3)C1C2 (stereo not given)	-7	-9	-7	0.8	-4	-0.4	101	0	9
20	COC(=O)C1=C(c2ccc(OCc3ccccc3)cc2)C[C@@H]2CC[C@H]1N2C(=O)NCCN1CCOCC1	.	.	-8	5.0	-3	3.5	.	.	.
21	CCOc1ccccc1N=C1SCCCN1C	6	-9	-3	0.5	-2	-0.6	99	4	13
22	Fc1c(F)c(F)c(N2CCNCC2)c(F)c1F	0	-2	-4	-0.4	-2	1.7	106	3	-9
23	CC(N)Cc1cn(Cc2ccccc2)c2ccccc12 (stereo not given)	20	6	-8	5.7	-17	7.2	117	15	13
24	O=C(Nc1ccc(Cl)cc1C(=O)c1ccccc1)c1ccco1	-7	7	1	0.5	-6	-2.3	94	-5	12
25	CCN(CC)CC(O)c1ccc(C2CCCC2)cc1 (stereo not given)	-7	-4	5	0.5	-6	2.1	98	-2	38
26	CCN(CC)P(=O)(c1nccn1C)N(CC)CC	-8	1	-7	1.0	-4	-0.4	92	-8	2
27	O=c1[nH]c(=S)n(CCC2=CCCCC2)c(O)c1/C=N/N1CCOCC1	-10	3	-6	0.5	-2	1.1	99	0	5
28	Cn1c(=O)cc(OCC(=O)N2CCN(C3CCCCC3)CC2)c2ccccc21	-11	-7	-4	0.4	0	0.1	102	0	35
29	O=C1NCCN2CCCC12 (stereo not given)	-14	-8	4	1.2	0	0.3	101	1	7
30	CCC(C)N1C(=O)/C(=C\c2cc3c4c(c2)CCCN4CCC3)C(=O)NC1=S (stereo not given)	-4	4	-4	0.1	2	-0.2	6.0*[inhibitor]	-5	5
31	Clc1ccc2nc3c(c(-c4ccccc4)c2c1)CNCC3	4	2	-4	4.1	-3	5.5	105	2	45*
32	CN1C(=O)C(=Cc2ccc(-c3cccc(Cl)c3)o2)C(=O)N(C)C1=O	-9	-2	-1	0.1	.	0.1	87	-3	26
33	C=CCn1cc(C=C2C(=O)N(C)C(=O)N(C)C2=O)c2ccccc21	8	15	-1	1.4	-10	0.1	100	0	22
34	C[C@]12CCC3C(CC[C@H]4C[C@@H](O)CC[C@]34C)C1C[C@H](Br)[C@@H]2O (stereo not given in full)	.	.	-3	4.8	0	1.5	.	.	.
35	CN(C)C(=O)Oc1cccc(NC(=O)c2ccccc2C(F)(F)F)c1	-5	-8	1	0.6	12	-0.1	82	-22	7
36	Cn1cc(C(=O)NP(=O)(N2CCOCC2)N2CCOCC2)c2ccccc21	-12	-9	-7	-0.3	5	0.4	100	1	4
37	C=CCn1c(=O)c(C=Nc2cccnc2Cl)c(O)n(CCCC)c1=O	-16	-1	-8	0.4	0	0.8	99	0	20
38	Cc1c(C(=O)N2CCC3(CC2)OCCO3)oc2ccc(S(=O)(=O)N3CCCCC3)cc12	-3	-7	-4	4.4	5	1.4	97	-2	36
39	c1ccc(CCNC2CCCCCC2)cc1	8	4	-11	0.4	-8	0.6	101	1	16
40	C=CCn1c(O)c(C=NCCN(C)C)c(=O)[nH]c1=O	-3	0	-10	2.7	-2	2.1	.	.	8
41	O=C(Cc1ccc(Br)cc1)N1CCN(Cc2ccccc2)CC1	-9	-12	-10	0.7	0	0.3	103	0	13
42	OCCOCCO	.	.	4	0.2	-4	0.6	.	.	.
43	Nc1ncn[nH]1	.	.	-13	0.2	-6	0.6	.	.	.
44	COc1ccc(CCNCc2ccc(Br)cc2)cc1OC	12	-2	-9	2.8	-4	2.7	105	9	16
45	Cc1ccc(-n2c(O)c(C=NCCN(C)C)c(=O)[nH]c2=O)cc1	-12	-4	-2	0.0	-5	0.1	98	-3	40
46	CC(=NC(C)c1ccccc1)c1c(O)[nH]c(=O)[nH]c1=O (stereo not given)	-22	6	-1	-0.8	-5	0.2	107	4	-4
47	CCCCc1nc2ccccc2c(=O)n1-c1ccc(O)cc1	-14	1	-12	2.6	-6	-1.2	112	7	16
48	C[C@@H]1C[C@H]2OC(=O)C3(CO3)[C@H]2[C@H](O)[C@]2(C)C(=O)C3OC3[C@@H]12 (stereo not given in full)	.	.	4	-0.1	.	0.6	95	-7	13
49	Cc1ccccc1-[n+]1c(-c2ccccc2)cc(-c2ccccc2)cc1-c1ccccc1	.	.	-6	-0.1	-9	0.9	.	.	.
50	CN1CCc2c(c(N3CCCCC3)nc3n[nH]c(N)c23)C1	2	-8	-6	0.7	-4	0.4	108	7	-40

# The results go on:
item	SMILES	GPR7 antagonist	M18AAP inhibitor	OXTR potentiator	V1R ag counter	GalR3 antagonist	OXTR ag	MEKK2wt PB1 HTS	MEKK2 mut-MEK5	NALP1 yeast inh
51	O=C(O)COc1ccccc1	.	.	-9	-0.2	-2	-0.1	.	.	.
52	Cc1c(N=Cc2c(O)n(C)c(=O)[nH]c2=O)c(=O)n(-c2ccccc2)n1C	-12	-8	-4	1.0	0	-0.8	91	-8	1
53	CCN(CC)C(=O)c1ccc2c(c1)C1C=CCC1C(C(=O)O)N2 (stereo not given)	-1	19	.	.	-7	.	89	-3	12
54	Cc1cc(C=O)c(C)n1C1CC1	3	-3	-24	-0.8	-3	0.4	100	-4	10
55	O=C1NC(=O)C(=Cc2ccc(-c3ccc(F)cc3O)o2)C(=O)N1	11	51*	10	5.4	-1	9.6	89	-4	13
56	O=C(c1cn(Cc2ccccc2F)c2ncccc12)C(F)(F)F	-8	2	-8	0.8	-9	-2.4	103	5	5
57	O=C1CCN(C(=O)C(Cl)Cl)N1	-5	3	2	0.4	-5	1.7	111	3	-3
58	COc1cc(C)c(CN2CC=C(c3ccc(F)cc3)CC2)cc1C	4	0	-16	-0.7	-10	-2.3	119	6	20
59	COC(=O)C1=C(c2ccc(S(C)(=O)=O)cc2)C[C@@H]2CC[C@H]1N2C(=O)N1CCC(O)CC1	.	.	1	0.5	-4	0.3	99	-3	.
60	O=C(CCn1c(=O)oc2ccccc21)N1CCC2(CC1)OCCO2	-1	-6	-5	1.9	-6	0.1	96	-3	8
61	CSc1ccccc1C(=O)C1CCCN(Cc2ccn[nH]2)C1 (stereo not given)	-2	4	-8	-0.5	-6	0.3	96	-2	16
62	CCOc1ccccc1NC(=O)N1CCC2(CC1)OCCO2	1	-7	-10	0.3	-9	-0.7	101	5	14
63	CCN1CCN(CC(=O)c2c(C)n(Cc3ccccc3)c3ccc(OC)cc23)CC1	-10	-3	-14	-0.1	-6	0.8	128	7	3

# Filtered by structure, the entries above with fluorine
item	SMILES	GPR7 antagonist	M18AAP inhibitor	OXTR potentiator	V1R ag counter	GalR3 antagonist	OXTR ag	MEKK2wt PB1 HTS	MEKK2 mut-MEK5	NALP1 yeast inh
10	COC(=O)C1=C(c2ccc(F)cc2OCc2ccccc2)C[C@@H]2CC[C@H]1N2C(=O)NC1Cc2ccccc2C1	.	.	-7	1.4	-3	1.0	.	.	.
13	O=C(Cn1ncc2c3ccccc3n(Cc3ccccc3F)c2c1=O)N1CCC2(CC1)OCCO2	-5	8	-3	0.0	-5	0.1	97	-3	0
22	Fc1c(F)c(F)c(N2CCNCC2)c(F)c1F	0	-2	-4	-0.4	-2	1.7	106	3	-9
35	CN(C)C(=O)Oc1cccc(NC(=O)c2ccccc2C(F)(F)F)c1	-5	-8	1	0.6	12	-0.1	82	-22	7
55	O=C1NC(=O)C(=Cc2ccc(-c3ccc(F)cc3O)o2)C(=O)N1	11	51*	10	5.4	-1	9.6	89	-4	13
56	O=C(c1cn(Cc2ccccc2F)c2ncccc12)C(F)(F)F	-8	2	-8	0.8	-9	-2.4	103	5	5
58	COc1cc(C)c(CN2CC=C(c3ccc(F)cc3)CC2)cc1C	4	0	-16	-0.7	-10	-2.3	119	6	20
